NCI-60 one-dose screen, 48 h, at 10 µM unless noted. Numbers give growth in % (100 = growth as untreated, 0 = no growth, -100 = all killed).
MDA-MB-435: MDA-MB-435 melanoma | AID 1794794 | 82,000 compounds, 7.8% hits
SR: SR leukemia cells | 73,000 compounds, 8.7% hits
MCF7: MCF7 breast cancer | 82,000 compounds, 6.3% hits | AID 1794796
K-562: K-562 leukemia; 78,000 compounds, 7.4% hits; AID 1794777
RPMI-8226: RPMI-8226 leukemia cells | 77,000 compounds, 7.5% hits
MDA-MB-468: MDA-MB-468 breast cancer; 78,000 compounds, 8.5% hits
MOLT-4: MOLT-4 leukemia cells | 80,000 compounds, 6.9% hits | AID 1794779
MDA-MB-231: MDA-MB-231 breast cancer; 81,000 compounds, 5% hits; AID 1794789
The depositor's hits bear a star; nt = not tested or not shown; & = joins results of further samples. Rule for the calls: active = growth percent below 10; inactive = the rest.

canonical_smiles,MDA-MB-435,SR,MCF7,K-562,RPMI-8226,MDA-MB-468,MOLT-4,MDA-MB-231
CC1(C)CC(=O)C2=C(C1)N(Cc1ccc(C(=O)O)cc1)C1=C(C(=O)CC(C)(C)C1)C2c1ccc(Cl)cc1,102,100,90,103,113,103,93,106
COc1cc2c3c(n([C@@H]4CCOC4)c(=O)c2cc1OC)-c1cc2c(cc1C3=O)OCO2,63,nt,13,55,nt,11,20,91
CCOc1ccccc1N(CCN(C)C)C(=O)C(c1ccccc1)c1ccccc1,98,56,93,75,62,69,70,54
O=C(C[P+](c1ccccc1)(c1ccccc1)c1ccccc1)C[P+](c1ccccc1)(c1ccccc1)c1ccccc1,-81*,-20*,-70*,-34*,-41*,-34*,-29*,-71*
O=C(NCCNc1nccc(-c2c(-c3ccc(F)cc3)nc3sccn23)n1)c1cc(N2CCOCC2)cc(C(F)(F)F)c1,45,53,44,66,nt,60,46,75
CCCc1cc(CCC)n2nc(N)nc2n1,110,109,96,121,104,96,95,125
Cc1ccn2c3c(c(C(=O)O)c2c1)C(=O)c1ccccc1C3=O,-78*,80,61,85,91,85,85,77
Cc1noc(NS(=O)(=O)c2ccc(NC(=S)/N=C/c3c(O)[nH]c(=O)[nH]c3=O)cc2)c1C,111,87,100,98,95,109,100,101
CC(C)C(=O)OCCCOCCCOc1ccccc1,106,94,100,102,108,103,104,112
Cc1cc(C(=O)NNC(C)Cc2ccccc2)no1 (stereo not given),114,116,95,96,96,99,100,113
COc1ccc(/C=C/c2nc(Nc3ccc(C(=O)/C=C/c4ccc(Cl)cc4)cc3)c3ccccc3n2)cc1,103,94,96,97,102,88,101,89
C[N+]1(C)CCOC(=O)C1,106,nt,101,nt,110,nt,108,108
OCCOCCOCc1ccccc1,99,108,106,110,95,98,113,114
O=COC1CC2CCC13CC=CCC23 (stereo not given),124,86,97,101,101,108,98,120
CCOC(=O)c1cc2c(n1Cc1ccc(OC)cc1)-c1nc(NC(C)=O)sc1CCC2,90,42,54,93,95,84,67,68
C[C@@H](CO)OCOCc1ccccc1,97,114,99,119,105,96,113,102

In the list so far, two have a COOH group:
canonical_smiles,MDA-MB-435,SR,MCF7,K-562,RPMI-8226,MDA-MB-468,MOLT-4,MDA-MB-231
CC1(C)CC(=O)C2=C(C1)N(Cc1ccc(C(=O)O)cc1)C1=C(C(=O)CC(C)(C)C1)C2c1ccc(Cl)cc1,102,100,90,103,113,103,93,106
Cc1ccn2c3c(c(C(=O)O)c2c1)C(=O)c1ccccc1C3=O,-78*,80,61,85,91,85,85,77

Other records follow.
canonical_smiles,MDA-MB-435,SR,MCF7,K-562,RPMI-8226,MDA-MB-468,MOLT-4,MDA-MB-231
CC(=O)N1CCOCC1,107,136,94,135,127,nt,210,111
CC(C(CC(=O)c1ccccc1)c1ccccc1)[N+](=O)[O-] (stereo not given),nt,99,116,91,107,101,93,98
Cc1[nH]nc2ccc(-c3nc4cnc(N5CCN(C)CC5)cn4c3Nc3cccc(Br)c3)cc12,73,15,51,29,46,62,67,64
COc1cc(-n2nc(C(=O)NCCCCC(=O)O)nc2-c2ccccc2)cc(OC)c1OC,96,111,107,98,100,104,98,106
CC(O)c1cnc(/C=C2\SC(=S)N(Cc3ccco3)C2=O)s1 (stereo not given),58,48,16,24,21,72,77,70
CSc1nc(N)nc2c1ncn2Cc1ccccc1,131,86,93,99,nt,110,90,110
O=S(=O)(O)Cc1cccc2ccccc12,107,95,91,108,88,nt,98,103
Cn1cnc([N+](=O)[O-])c1/C=C1\Oc2ccc(Br)cc2C1=O,78,34,48,67,4.2*,81,60,92
CC[C@@H](c1ccc(O)c(O)c1)[C@@H](CC)c1ccc(O)c(O)c1,63,53,99,32,nt,53,60,90
CC(=O)N(C)c1ccc(/C=C2\C=Cc3ccccc32)cc1,83,nt,88,nt,62,70,89,101
O=C1Nc2ccccc2S(=O)(=O)N1c1cccnc1Cl,103,100,106,95,95,134,99,99
CSc1cc(C)nc(SC)n1,111,96,98,113,116,103,78,94
CC1=CC(C)(C)Nc2ccccc2N1,101,nt,92,85,103,94,84,105
COc1cc(/C=C/C(=O)Nc2cccnc2Nc2ccc(F)cc2)cc(OC)c1OC,97,82,88,nt,69,97,88,93
CCOC(=O)c1ccc(NC(=O)C(F)(F)F)cc1,98,90,108,69,100,106,84,109
CN1CC(c2ccccc2)C2(SC(=NC3CCCCC3)N(Nc3ccccc3)C2=O)C12C(=O)Nc1ccccc12 (stereo not given),51,40,22,32,40,22,15,25
CCc1c2c(nc3ccc(OC(=O)OCc4ccc(B5OC(C)(C)C(C)(C)O5)cc4)cc13)-c1cc3c(c(=O)n1C2)COC(=O)[C@]3(O)CC,-28*,nt,2.6*,13,8.9*,-34*,20,17
N#CCC(=O)NNC(=S)NC(=O)c1ccc(-n2c(=O)[nH]c3ccccc3c2=O)cc1,105,85,87,97,102,88,94,98
CCC(CC)(Cc1ccccc1)C(=O)O,106,92,97,97,103,100,98,106
Cc1ccc(SC2Cc3ccccc3C2)cc1,97,97,101,110,101,115,102,122
COC(=O)CCCCCCN=Cc1c(O)c(O)c(C(C)C)c2cc(C)c(-c3c(C)cc4c(C(C)C)c(O)c(O)c(C=NCCCCCCC(=O)OC)c4c3O)c(O)c12,17,nt,8.0*,10,13,47,16,12
CC1=NN(c2cccc(Cl)c2)C(=O)/C1=C\c1cn(Cc2cccc3ccccc23)c2ccccc12,98,25,106,66,95,91,72,70
CN(C)c1ccc(N=C(C#N)c2cc3ccccc3[nH]2)cc1,97,66,82,76,nt,99,71,83
O=C(Cn1nnc2ccccc21)N/N=C/c1cc2ccccc2s1,19,38,31,30,83,105,83,78

Full records, looked up by structure. Values in the order: MDA-MB-435 | SR | MCF7 | K-562 | RPMI-8226 | MDA-MB-468 | MOLT-4 | MDA-MB-231
`COc1cc2c3c(n([C@@H]4CCOC4)c(=O)c2cc1OC)-c1cc2c(cc1C3=O)OCO2` across the screens: 63 | nt | 13 | 55 | nt | 11 | 20 | 91
`CC1=CC(C)(C)Nc2ccccc2N1` across the screens: 101 | nt | 92 | 85 | 103 | 94 | 84 | 105
`OCCOCCOCc1ccccc1` across the screens: 99 | 108 | 106 | 110 | 95 | 98 | 113 | 114
`CCOC(=O)c1ccc(NC(=O)C(F)(F)F)cc1` across the screens: 98 | 90 | 108 | 69 | 100 | 106 | 84 | 109

Other results:
canonical_smiles,MDA-MB-435,SR,MCF7,K-562,RPMI-8226,MDA-MB-468,MOLT-4,MDA-MB-231
Nc1ncnc2c1cnn2C1CCCCC1,97,118,89,109,88,nt,103,93
NS(=O)(=O)c1ccc(NC(=O)Nc2nnc(-c3ccc(F)cc3)s2)cc1,105,126,99,98,119,92,104,110
CCSC(=O)c1ccc(S(=O)(=O)CC)cc1,119,96,96,106,108,105,110,94
CC(C)NC(=O)OCc1c(COC(=O)NC(C)C)c(-c2ccc(Cl)c(Cl)c2)n2c1CS(=O)(=O)C2,93,nt,77,94,97,90,94,nt
CC(C)(C)CC(C)(C)n1nnnc1C(NC12CC3CC(CC(C3)C1)C2)c1ccc(C(C)(C)C)cc1 (stereo not given),101,102,95,103,100,100,106,106
CC(C)OC(=O)CCCCCc1ccccc1,94,101,106,108,105,103,98,106
COc1ccc(/C(C)=C(\c2ccc(Cl)cc2)c2ccc(OCCCN(C)C)cc2)cc1F,29,-20*,13,-0.6*,nt,76,43,74
CCCCCCCCC(=O)OCCCC(CCC(CCC1CCCO1)OC(=O)CCCCCCCC)OC(=O)CCCCCCCC (stereo not given),104,nt,100,115,112,111,117,nt
C=CCCCCCCCCC(=O)OC(C)C,111,89,98,107,100,98,95,97
Oc1c(Cl)cc(Cl)cc1-c1cc(-c2ccccc2Cl)[nH]n1,104,75,58,94,89,93,109,68
CCN(CC)CCn1c(=N)n(CC(O)c2ccc(Cl)c(Cl)c2)c2ccccc21 (stereo not given),1.4*,26,90,-0.4*,68,21,80,45
Cc1cc(=O)oc2cc(OCCCOc3ccc(/C=C/C(=O)Nc4ccccc4Cl)cc3)ccc12,102,103,96,104,105,107,103,104
COc1ccc2nc(NC(=O)CSc3nc(C)c(C)n3Nc3ccccc3)sc2c1,105,103,88,81,92,83,83,97
CC(=O)OCC(=O)Nc1ccccc1,99,140,97,nt,88,88,131,103
O=[N+]([O-])c1ccc(/C=C/c2ccccc2)cc1,104,85,88,91,94,nt,87,119
COc1cc(-c2cc(-c3ccc(Nc4ncnc5cc(Cl)ccc45)cc3)nc(N3CCN(C)CC3)n2)cc(OC)c1OC,102,43,54,56,76,105,58,52
CCC(=O)Nc1nccs1,113,103,100,104,97,122,110,107
COc1ccc2nc(NC(=O)CSc3nnc4n3S(=O)(=O)c3ccccc3N4C)sc2c1,113,65,97,91,74,nt,72,94
CCCCN(CCCC)CC(=O)c1ccc2cc(Br)c3ccccc3c2c1,106,88,91,91,85,126,107,89
COc1cc(Cl)cc(-c2nn(-c3cccc(NC(=O)c4cc(C(F)(F)F)cc(C(F)(F)F)c4)c3)cc2-c2ccncc2)c1,80,41,58,38,44,46,55,57
CCOC(=O)c1cc2cccc(OC)c2oc1=O,110,104,105,99,95,108,90,107
COc1cc(C=C2C(=O)N(C)C(=O)N(C)C2=O)cc(CN2CCCC2)c1O,106,104,94,103,101,103,98,103
CC(C)CCNC(=O)CCn1ccc2ccc(Br)cc2c1=O,78,59,84,101,67,80,81,99
Cc1cc(Br)ccc1Br,108,108,100,112,98,120,109,115
C#CCC1(CC#C)C(=O)[C@@H]2C[C@@H](O)[C@@H](O)C[C@]2(C)[C@H]2CC[C@@]3(C)C(=C21)CC[C@@H]3[C@@](C)(O)[C@H](O)CCC(C)(C)O,113,86,100,93,95,101,87,100
OCc1cc(CN2CCC(N3CCOCC3)CC2)c(O)c2ncccc12,93,49,51,72,72,75,39,41
NS(=O)(=O)c1ccc(C(c2ccccc2)(c2ccccc2)c2ccccc2)cc1,112,79,90,66,66,113,71,89
O=C(Nc1ccc(C(F)(F)F)cc1)Nc1ncccc1OCc1ccccc1,97,nt,77,56,40,60,nt,82
COc1cc(C)ccc1Oc1nc(Nc2ccc(N3CCOCC3)cc2)ncc1N=Cc1cc(Cl)cc(Cl)c1,68,69,44,54,68,64,58,66
O=C1NC=C(C(=O)c2cc3ccccc3oc2=O)C(c2ccccc2)N1 (stereo not given),112,95,nt,87,98,75,97,92
CC(=O)c1ccc(NCn2nc(-c3ccc(Cl)cc3)oc2=S)cc1,105,85,96,88,105,100,82,88
O=S(=O)(Nc1ccc(I)cc1F)c1ccc(-c2cnc(C3CC3)o2)cc1,2.1*,nt,28,13,71,-9.1*,37,61
C=CCN1CCN(/C(=N/c2sc(-c3ccccc3)nc2-c2ccccc2)c2ccc(C)cc2)CC1,88,71,73,64,72,69,75,96
O=C(Cn1cc(-c2ccccc2)nn1)Nc1nc(-c2ccc(F)cc2)cs1,98,101,88,90,103,89,96,100
CSc1nncc(=O)[nH]1,95&97,94&103,99&106,99&106,96&103,101&99,99&114,99&99
C=CCOC(=O)COc1ccc(OC)cc1,89,103,95,119,101,94,109,110
O=C(Nc1ccccc1S)c1ccc(-n2nc(-c3ccccc3)c3ccccc32)cc1,100,106,97,91,104,99,104,108
COc1cc2c(=O)n(C3CCCCCC3)c3c4cc[nH]c4ncc3c2cc1OC,87,16,50,16,66,nt,41,76
CCOC(=O)N/N=C/C=C/c1ccc(N(C)C)cc1,81,86,88,81,92,85,100,118

Screening data: PubChem, NCI

Rows were taken by chance; overall some 15% were active at least once.
